PriA SSB inh = inhibitors of Klebsiella pneumoniae PriA binding to SSB C-terminal tail; AlphaScreen SSBct-PriA binding, biotinylated peptide; inhibition, % at 33 µM; 0.6% of 430,000 active; AID 1272365; in the data active means inhibition mostly above about 37%, no sharp cut-off; inactive means mostly below about 20%;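 further: plate controls were negative control peptide for no effect and reference peptide for full effect; strong numbers were not always called active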
BoNT-F LC inh = BoNT F light chain protease inhibition; inhibition, % at 10 µM; Multiplex microsphere protease cleavage assay, flow cytometry; 0.22% of 360,000 active; in the data active means inhibition above about 35%, passing the limit was not always enough; inconclusive means no clear call, values can overlap the other calls; further: plate controls were buffer without enzyme for full effect and enzyme alone for no effect
PrPC TRFRET = cell surface PrPC inhibition, primary TR-FRET screen; TR-FRET read-out; 0.43% of 370,000 active; inhibition, % at 13.8 µM; P04156; in the data active means inhibition above about 24%; further: 0% = median of the test wells and 100% = reference compound wells
3CLpro inhibitor = SARS-CoV 3CLpro protease inhibition. P0C6X7. recombinant SARS-CoV 3CLpro, quenched FRET peptide cleavage. 0.14% of 290,000 active. inhibition, % at 6 µM; in the data active means inhibition above about 12%
CCHF vOTU inh = CCHFV vOTU protease inhibition; inhibition, % at 11.5 µM; Pep-AMC fluorescence; 0.55% of 370,000 active; AID 651958; in the data active means inhibition above about 30%; further: 0% = vehicle wells with enzyme and 100% = no enzyme wells
Rv3671c inh = inhibitors of M. tuberculosis serine protease Rv3671c. P9WHR9. inhibition, % at 5.96 µM. 0.048% of 320,000 active. AID 2606; in the data active means inhibition above about 38%;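 further: extracellular domain of Rv3671c used as enzyme; 0% = enzyme with DMSO and 100% = no enzyme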
Target sequence (P9WHR9 whole entry, looked up, the tested form may be a part): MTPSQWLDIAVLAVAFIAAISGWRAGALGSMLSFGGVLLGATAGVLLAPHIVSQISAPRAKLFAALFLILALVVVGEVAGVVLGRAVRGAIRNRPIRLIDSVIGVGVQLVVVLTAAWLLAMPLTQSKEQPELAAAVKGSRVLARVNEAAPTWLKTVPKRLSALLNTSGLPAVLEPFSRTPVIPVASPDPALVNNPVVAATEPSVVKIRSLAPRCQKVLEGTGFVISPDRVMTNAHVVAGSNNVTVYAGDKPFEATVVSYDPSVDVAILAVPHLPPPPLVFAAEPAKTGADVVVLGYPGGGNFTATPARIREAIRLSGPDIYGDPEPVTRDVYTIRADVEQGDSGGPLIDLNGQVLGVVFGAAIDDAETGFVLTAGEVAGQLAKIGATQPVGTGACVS
BoNT-A LC inh2 = blocks Botulinum neurotoxin A light chain protease. 0.17% of 360,000 active. inhibition, % at 10 µM. multiplex microsphere protease substrate cleavage, flow cytometry. AID 588499; further: plate controls were buffer without enzyme for full effect and enzyme alone for no effect
DUSP3 inh = DUSP3 (human) phosphatase inhibition; recombinant VHR phosphatase, pNPP absorbance; 0.52% of 290,000 active; AID 1654; P51452; inhibition, % at 13.3 µM; in the data active means inhibition above about 50%; further: some compounds called inactive have numbers as strong as hits
Target sequence (P51452 whole entry, looked up): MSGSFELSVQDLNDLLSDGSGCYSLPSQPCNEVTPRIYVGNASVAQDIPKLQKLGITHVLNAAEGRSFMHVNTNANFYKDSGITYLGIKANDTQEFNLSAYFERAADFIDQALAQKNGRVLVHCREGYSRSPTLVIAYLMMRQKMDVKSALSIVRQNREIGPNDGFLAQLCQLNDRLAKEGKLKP
Anthrax LF prot = blocks Bacillus anthracis lethal factor protease. 0.12% of 360,000 active. inhibition, % at 10 µM. multiplex microsphere protease cleavage assay, LF. P15917; further: plate controls were buffer without enzyme for full effect and enzyme alone for no effect
MazEF act = MazEF (E. coli) toxin RNase activation | activation, % at 20 µM | AID 504720 | 0.32% of 350,000 active | P0AE70 | FAM/BHQ RNA-DNA oligo cleavage fluorescence, 5 h; in the data active means activation above about 50%
Target sequence (P0AE70 whole entry, looked up): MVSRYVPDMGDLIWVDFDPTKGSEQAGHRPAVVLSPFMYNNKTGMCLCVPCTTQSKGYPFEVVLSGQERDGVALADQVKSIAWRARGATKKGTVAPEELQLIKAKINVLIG
Numbers without * were called inactive; ? = inconclusive; . = not tested or not shown. Unless noted, no stated cut-off is given here; in the data, active means inhibition above about 30%; inconclusive means no clear call, values can overlap the other calls; inactive means below that. An excerpt; count on the stated rates, not on these rows.

SMILES	PriA SSB inh	BoNT-F LC inh	PrPC TRFRET	3CLpro inhibitor	CCHF vOTU inh	Rv3671c inh	BoNT-A LC inh2	DUSP3 inh	Anthrax LF prot	MazEF act
CCOC(=O)c1cc(-c2ccc(OC)cc2OC)nn1-c1ccc(C(=O)O)cc1	0.8	4.1	1.0	-4.1	9.4	2.5	-0.4	13.0	-7.0	-0.1
O=C1CCC(C(=O)NCc2ccc3c(c2)OCO3)N1 (centres undefined)	-8.6	2.3	-4.8	-3.4	16.5	2.9	-0.1	13.0	-1.7	-0.5
COc1ccc(C(=O)C(Sc2nnc(C)c(=O)[nH]2)c2ccc(OC)cc2)cc1 (centres undefined)	2.1	4.7	3.7	6.9	-6.2	-4.2	-0.2	16.6	4.7	-17.2
O=c1c2ccccc2oc2nc(C3CCCCC3)n(Cc3ccco3)c(=O)c12	-7.9	8.3	6.6	-1.3	1.5	2.7	0.1	-10.9	0.9	39.5
O=S(=O)(c1ccc(Cl)cc1Cl)N1CCCC1c1cccnc1 (centres undefined)	-1.2	-1.1	-3.6	6.7	-4.7	-0.7	-0.2	-14.8	-6.4	10.6
CCOc1ccccc1NC(=O)CCNS(=O)(=O)c1ccc(NC(C)=O)cc1	-14.1	-11.3	5.4	6.3	-1.6	-1.3	-2.5	1.6	5.1	-2.4
CCc1c(C)nc(N2CCN(c3ccccc3F)CC2)[nH]c1=O	-8.8	4.7	12.2	4.6	-1.9	-9.0	1.4	13.6	-11.1	0.2
CC(=O)CC(C)(C)n1nnc(-c2ccccc2)n1	-11.1	9.5	-0.5	-3.1	-2.3	1.3	-0.3	10.5	2.1	3.8
Cc1ccsc1C(=O)N1CCCC(C)(C(=O)NS(=O)(=O)C2CC2)C1 (centres undefined)	.	-5.4	3.7	.	7.5	.	-0.4	.	-6.9	.
Cc1ccc(C)c(NC(=O)c2sc(Cl)nc2C)c1	-9.1	2.1	5.0	-5.8	1.3	-5.1	0.5	-0.5	-1.2	-1.5
Cc1cc(C)c(NC(=O)CNC(=O)COC(=O)C2CCN(c3ccc(C(F)(F)F)cn3)CC2)c(C)c1	-2.5	-2.6	-4.7	1.3	33.9*	1.6	-3.8	2.5	-4.2	1.8
CCc1cccc(CC)c1NC(=O)COC(=O)c1ccc2c(c1)S(=O)(=O)c1ccccc1C2=O	-0.2	-2.7	-5.9	-0.2	-1.9	0.0	0.8	37.3	-0.4	7.8
O=C(CCSCCC(=O)NN=Cc1ccc(F)cc1)NN=Cc1ccc(F)cc1	0.6	-3.9	0.3	.	-15.8	.	-0.6	.	2.0	5.9
O=S(=O)(c1ccc(F)cc1)N1CCN(C(=S)NC2CC2)CC1	-3.5	-3.2	3.2	.	5.2	0.7	0.1	.	13.9	-7.1
CCOC(=O)c1c(C)[nH]c(C(=O)COC(=O)CNC(=O)c2ccccc2Cl)c1C	7.6	-3.8	0.9	1.9	-10.6	-1.8	-0.4	-8.9	1.2	-0.7
COc1cccc(NC(=O)C2CCN(C(=O)[C@@H]3Cc4ccccc4CN3)CC2)c1	1.1	-7.2	1.8	-2.1	-11.0	-1.6	-0.9	12.3	-1.0	14.1
CN(C)c1ncnc2c1nnn2C1OC(CO)C(O)C1O (centres undefined)	.	4.1	20.6	.	7.3	.	0.5	.	-5.8	-15.6
Cc1ccc(S(=O)(=O)N2CCCC(C(=O)Nc3ccc(C(=O)O)cc3)C2)cc1Cl (centres undefined)	-4.8	3.8	3.6	7.9	-6.5	4.0	-1.1	-7.0	-7.4	-16.5
CCN(CC)C(=O)CSc1nc2sc3c(c2c(=O)n1CCOC)CCC3	-10.4	?	9.2	-3.5	-1.0	-8.1	0.1	-0.5	5.9	6.6
N/C(Cc1ccc(Cl)c(Cl)c1)=N\OC(=O)c1ccc(Br)o1	.	-1.5	-0.3	-1.6	-3.0	-1.3	0.7	9.1	-0.7	8.4
COCCNC(=O)CN(Cc1ccccc1)S(=O)(=O)c1ccc2nc(C)sc2c1	-23.0	-16.1	-7.0	-2.3	-3.6	-7.6	-0.9	-6.7	-9.6	4.1
CCc1cccc(OCCn2nc(C(=O)O)c3ccccc3c2=O)c1	3.0	-2.6	-1.2	2.5	2.7	-4.6	0.3	4.5	0.2	-6.1
Nc1nonc1-c1noc(N2CCCCC2)n1	-13.0	-15.1	-2.1	-5.1	3.6	0.1	0.0	3.1	0.0	7.9
COC(=O)CCC(=O)NNC(=O)C1CC1(c1ccccc1)c1ccccc1 (centres undefined)	-13.9	?	-6.2	1.3	3.1	-3.1	0.3	14.9	3.9	-0.5
COc1cc(C(=O)Nc2ccncc2)cc(OC)c1OC	4.5	2.1	6.3	3.5	-5.3	-1.4	0.5	12.8	0.8	0.7
COc1ccc(-c2nnn(Cc3nn[nH]n3)n2)cc1OC	-16.8	-4.9	-9.4	5.2	2.4	3.9	-0.8	8.6	-5.8	5.0
Cc1cc(C)c(C)c(S(=O)(=O)N2CCN(C(=O)c3ccccn3)CC2)c1C	-7.6	-8.1	-2.3	.	8.1	4.5	0.3	.	5.1	-1.0
CC1CCCCC1NC(=O)CSCC(=O)O (centres undefined)	2.3	0.2	-3.7	1.6	-12.2	-9.4	-0.4	-10.1	0.0	-13.6
c1ccc2c(c1)COC(CNC1CCCCC1)OC2	1.7	-0.3	-0.5	0.8	-15.5	-0.6	0.1	7.8	-2.6	-12.0
CCOC(=O)c1c(CN(C)C)n(-c2ccccc2)c2cc(Br)c(O)cc12	22.5	-6.0	-3.9	-1.0	4.5	-5.5	-0.9	22.0	0.6	8.3
O=C(Nc1c[nH]c(=O)[nH]c1=O)OCc1ccccc1	-23.8	-2.9	-6.7	.	3.7	.	0.0	.	-5.0	-9.1
O=C(CCn1nc(-c2ccc(Cl)cc2)ccc1=O)NCc1cccnc1	-8.6	-2.9	-7.8	-0.3	12.1	-1.6	-0.4	6.2	0.3	4.3
CCOC(=O)c1c(C)nc2c(c1-c1cc(OC)ccc1OC)C(=O)c1ccccc1-2	11.2	-0.6	-7.0	-1.4	-10.3	-2.8	1.2	-11.5	5.8	-0.8
O=C(Nc1ccc(C(F)(F)F)cc1)OC1CN2CCC1CC2 (centres undefined)	-2.8	-4.6	-4.2	-3.5	-2.8	8.3	-0.3	17.9	10.4	2.4
CCN(CC)S(=O)(=O)c1ccc2c(c1)N(CC(=O)NCCc1ccc(S(N)(=O)=O)cc1)C(=O)CO2	0.9	-9.3	3.4	-3.3	-7.6	3.6	-0.9	11.6	-3.4	-0.3
CCC12CN3CCN(CC(C3)/C1=N\NC(=O)Nc1ccccc1)C2	.	-11.3	0.6	2.3	-7.6	-3.5	-1.5	21.3	-1.8	1.0
CC(=O)c1cccc(S(=O)(=O)Nc2cc(C(F)(F)F)ccc2N2CCOCC2)c1	-7.7	-2.1	9.6	.	10.1	-1.0	-0.2	.	2.3	-2.7
Cc1cc(C)cc(NC(=O)C2CCCN2/C=C/C(=O)C(F)(F)F)c1 (centres undefined)	-19.8	-6.2	3.9	1.2	8.5	-1.7	0.4	-1.6	-0.7	-1.6
Cc1ccc(-c2nn(-c3ccccc3)cc2/C=N/NC(=O)c2ccc(Br)o2)cc1	.	8.4	2.3	1.1	5.5	-10.0	-0.2	35.1	0.3	-2.0
CC(C)N1CCC(N2CCN(Cc3ccc(C#CC(C)(C)O)s3)CC2CCO)CC1 (centres undefined)	-7.8	-2.9	6.9	5.0	-0.5	12.0	-0.2	12.9	-0.4	3.3
CCCCC(c1nnnn1CCOC)N1CCN(C(=O)c2ccco2)CC1 (centres undefined)	7.5	?	3.2	6.2	2.3	.	-1.7	6.7	-9.0	-9.2
COc1ccccc1N(C)S(=O)(=O)c1ccc(C(=O)OCC(=O)Nc2cc(C)on2)cc1	-13.6	-0.4	11.2	1.2	6.3	-0.9	-0.4	19.0	-4.3	-1.3
CC(=O)c1ccc(-c2ccc(C(=O)NCC(c3ccc(F)cc3)N3CCOCC3)o2)cc1 (centres undefined)	-14.2	7.8	-4.0	.	-55.2	-8.3	1.7	.	3.5	3.5
Cc1ccc(C(=O)Nc2nc3ccccc3n3nnnc23)cc1	-13.0	3.6	4.6	1.5	-10.3	-8.1	-0.1	-7.8	-2.7	-0.1
CCc1cc(=O)oc2c(C)c(OCC(=O)NC3CC(C)(C)NC(C)(C)C3)ccc12	-1.4	5.4	.	0.0	.	-1.9	0.1	5.7	1.9	-12.4
CCOc1ccc(N2CC(C(=O)NCCc3c[nH]c4ccc(OC)cc34)CC2=O)cc1 (centres undefined)	-2.0	5.8	-4.0	1.0	-4.2	7.6	0.8	6.4	-7.0	4.7
COc1ccc(C(=O)NCc2cccnc2)cc1C(=O)NCc1cccnc1	-11.8	-10.3	-3.3	.	8.5	2.5	-1.0	.	-3.5	6.0
Cc1ccc(Oc2ncccc2CO)cc1	-8.2	-10.9	1.7	-0.5	-6.1	-1.2	-1.4	18.1	-1.7	-13.3
CC1(O)CC(=O)N(c2ccccc2)O1 (centres undefined)	-14.7	1.0	-1.3	-0.3	-2.6	-3.8	-0.4	23.1	2.0	-2.8
COCCNC(=O)Cn1c(=O)n(CCC(=O)NCCc2ccccc2)c(=O)c2ccccc21	-3.6	2.5	1.9	-3.0	-1.6	-8.8	-2.1	40.0	-4.0	0.3
CC(C)c1cc(C(=O)NCc2cccnc2)no1	-0.1	-5.0	.	2.7	.	0.6	0.3	30.4	-0.1	-6.7
COc1ccccc1C1CC(=O)Oc2c(C(C)C)ccc(C)c21 (centres undefined)	-14.3	-10.5	-6.4	.	16.0	.	-0.6	.	0.2	0.1
COc1ccc(C2(O)CCN(Cc3nnnn3Cc3ccc(F)cc3)CC2)cc1	2.1	-2.4	-0.6	-2.9	2.1	0.8	0.9	10.0	3.3	-2.7
Cc1ccc2c3c(cccc13)-c1ccccc1C2=O	-11.0	28.1	-9.3	1.9	7.1	-15.0	73.9*	20.8	43.7*	-36.2
CC1CN(C2CCN(S(=O)(=O)c3ccccc3)CC2)CC(C)O1 (centres undefined)	-5.2	0.5	-5.7	-2.2	12.7	4.4	4.4	-7.5	4.1	-8.5
COc1ccccc1CNC(=O)CSc1ccc(-c2ccccn2)nn1	33.9	-4.6	-0.7	-1.2	-0.9	13.9	-0.6	-7.5	3.9	11.8
COc1ccc(C(CC(=O)O)NC(=O)Cc2ccccc2)cc1OC (centres undefined)	-3.3	-2.1	-0.7	3.1	-20.2	0.7	0.1	-5.6	1.2	7.2
Cc1ccc(C(=O)CCC(=O)OCC(=O)Nc2ccccc2SCC#N)cc1	-6.5	-2.8	-0.4	.	0.5	-1.1	4.4	.	-3.6	-39.7
CSc1ccccc1OCc1cc(C(=O)NC2CCc3ccccc32)no1 (centres undefined)	4.4	0.8	0.6	-1.4	13.0	-9.3	0.0	51.3*	0.5	-0.7
Cc1c(CN2CCCC(C(=O)c3cccc(OC(C)C)c3)C2)c(=O)n(-c2ccccc2)n1C (centres undefined)	4.2	-5.5	0.6	2.9	-3.6	0.8	-0.3	31.2	-12.0	3.6

Another view of part of the listing above:
structure | PriA SSB inh | BoNT-F LC inh | PrPC TRFRET | 3CLpro inhibitor | CCHF vOTU inh | Rv3671c inh | BoNT-A LC inh2 | DUSP3 inh | Anthrax LF prot | MazEF act
Cc1ccc(-c2nn(-c3ccccc3)cc2/C=N/NC(=O)c2ccc(Br)o2)cc1 | . | 8.4 | 2.3 | 1.1 | 5.5 | -10.0 | -0.2 | 35.1 | 0.3 | -2.0
CC(C)N1CCC(N2CCN(Cc3ccc(C#CC(C)(C)O)s3)CC2CCO)CC1 (centres undefined) | -7.8 | -2.9 | 6.9 | 5.0 | -0.5 | 12.0 | -0.2 | 12.9 | -0.4 | 3.3
CCCCC(c1nnnn1CCOC)N1CCN(C(=O)c2ccco2)CC1 (centres undefined) | 7.5 | ? | 3.2 | 6.2 | 2.3 | . | -1.7 | 6.7 | -9.0 | -9.2
